Assay outcomes deposited in PubChem BioAssay by several laboratories.
Myeloid diff MLP – myeloid differentiation induction; ER-HoxA9 myeloid progenitors, lysozyme-GFP differentiation, flow cytometry; calls only at 10 µM; 360,000 tested, 1% active; AID 624256;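 active = normalized GFP-positive differentiation at or above the plate's own cutoff, the solvent-only control mean plus 3 SD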;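 also: cells exposed to compound for four days before flow analysis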
KOR beta-arrestin-1 – kappa opioid receptor blockers – cell-based, luminescence, uHTS (AID 1778) | one-dose inhibition, % at 10 µM; IC50 in µM for titrated hits | KOR beta-arrestin recruitment, luminescence, antagonist mode; higher % means a stronger effect | 290,000 tested, 0.091% active; also: strong numbers were not always called active
GPR55 activation – selective activators of receptor GPR55 – imaging, U2OS cells, beta-arrestin-GFP redistribution, primary screen (AID 1961); 290,000 tested, 0.048% active; activation, % at 10 µM, or EC50 in µM where a hit was titrated; U2OS GPR55 beta-arrestin-GFP redistribution imaging; higher % means a stronger effect;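 active = activation above 40% with more than 50 cells counted in the well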;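 also: U2OS osteosarcoma cells stably expressing GPR55 and beta-arrestin-GFP; plate controls were DMSO negative control for no effect and LPI positive control for full effect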
HEK293 NOD2/NF-kB – NOD2 signaling inhibitors, cell-based, luminescence, uHTS, HEK293 (AID 1566). HEK293 NOD2/NF-kB luciferase reporter, luminescence; higher % means a stronger effect. one-dose inhibition, % at 4 µM; EC50 in µM for titrated hits. 290,000 tested, 0.63% active; also: many of its hits are not listed in these tables
NOD1 NF-kB reporter – inhibition of NOD1-driven NF-kB reporter – cell-based, luminescence, uHTS, primary screen (AID 1578); 290,000 tested, 1% active; NOD1-driven NF-kB luciferase reporter cells, luminescence; higher % means a stronger effect; inhibition, % at 4 µM, or EC50 in µM where a hit was titrated; in the data active = inhibition mostly above about 36%, no sharp cut-off; inactive = mostly below about 34%;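 also: HEK-293T reporter cells stimulated with the NOD1 agonist gamma-tri-DAP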
GPR55 LPI antagonism – inhibition of LPI-stimulated GPR55 beta-arrestin translocation – imaging, U2OS, beta-arrestin-GFP, LPI agonist, primary screen (AID 2013) | inhibition, % at 10 µM, or IC50 in µM where a hit was titrated | 290,000 tested, 0.13% active | U2OS GPR55 beta-arrestin-GFP translocation imaging, LPI antagonism; higher % means a stronger effect;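 active = spots per cell inhibited over 60%, with over 100 cells counted and total cytoplasm intensity under 500,000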;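 also: U2OS cells stably carrying GPR55 and arrestin-GFP stimulated by 5 µM LPI near EC80; imaged beta-arrestin-GFP aggregate spots per cell after agonist stimulation; plate controls were LPI-stimulated DMSO wells for no effect and DMSO wells without LPI for full effect; some results filed as inactive read as strong as hits; confirmed hits need IC50 under 10 µM and bright autofluorescent wells are also inconclusive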
T cell HTS – modulates CD8 T cell binding to vesicles; 330,000 tested, 0.068% active; calls only at 7 µM; 2C CD8+ T cell-vesicle binding, flow cytometry; stronger effect = lower value; AID 2052;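 active = response, share of CD8 T cells binding vesicles, and their 90th percentile fluorescence all below set limits, cut at about 80% in these data, passing the limit was not always enough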
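Assay system – 2C mouse CD8+ T cells · Also added – QL9-loaded Drosophila micro-vesicles · Timing – Cell–vesicle co-incubation 1.5 h at 37 °C, staining 20 min on ice · Signal – flow cytometry of vesicle-bound cells · Measure – percent CD8+ FL2 mean versus row control · Controls – Peptide-free naked vesicles (low) and QL9 vesicles with 0.7% DMSO vehicle (high)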
KOR beta-arrestin-2 – KOR agonists, beta-arrestin recruitment, primary screen, cell-based, luminescence, uHTS (AID 1777). KOR beta-arrestin recruitment, luminescence; higher % means a stronger effect. activation, % at 10 µM, or EC50 in µM where a hit was titrated. 280,000 tested, 0.02% active; in the data active = activation above about 50%, passing the limit was not always enough; also: a part of the inactive calls stands beside numbers as strong as those of hits
NTR1 ag – NTR1-driven beta-arrestin-GFP spot formation – imaging, U2OS cells, high content, primary screen (AID 493036); 330,000 tested, 0.17% active; P30989; activation, % at 20 µM; agonist mode;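 active = activation at or above 40% of the spot to cytoplasm intensity ratio, with at least 20 cells analyzed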;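 also: 0% = DMSO without peptide and 100% = 100 nM NTR1 peptide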
Target sequence (P30989 whole entry, looked up): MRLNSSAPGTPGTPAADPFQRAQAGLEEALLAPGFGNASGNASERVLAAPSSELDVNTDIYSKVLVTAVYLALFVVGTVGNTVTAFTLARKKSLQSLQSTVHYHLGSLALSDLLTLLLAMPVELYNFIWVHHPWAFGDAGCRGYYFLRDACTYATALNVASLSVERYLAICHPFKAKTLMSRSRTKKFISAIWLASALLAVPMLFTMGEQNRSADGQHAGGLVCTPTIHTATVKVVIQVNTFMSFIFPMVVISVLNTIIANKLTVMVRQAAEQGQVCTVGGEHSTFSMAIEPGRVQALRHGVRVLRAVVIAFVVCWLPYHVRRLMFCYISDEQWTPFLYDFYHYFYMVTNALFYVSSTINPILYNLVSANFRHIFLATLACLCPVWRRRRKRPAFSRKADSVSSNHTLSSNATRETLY
T cell HTS vesicle-bound % – second read-out of T cell HTS, no call of its own (marks repeat the call); double positive events, %; measured here: CD8+ vesicle-bound cell fraction;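 binding gate set so that unloaded-vesicle control wells show 10% double positive cells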
NTR1 ag cell count 20 µM – also measured in NTR1 ag; calls as there; cell count; measured here: cell count, cytotoxicity flag
Myeloid diff MLP GFP+ MAC1+ % – recorded beside Myeloid diff MLP, whose call it bears; GFP+ MAC1+ double positive, %; measured here: differentiation confirmed by MAC1 staining
Starred values were filed as active, the others as inactive; i = inactive; · = not tested or not shown; [ ] = another dose, or the depositor's remark. Rule as the data show it, unless noted: active = inhibition above about 50%; inactive = the rest. These rows are one share of the data; count on the stated rates, not on these rows.

SMILES | Myeloid diff MLP | Myeloid diff MLP GFP+ MAC1+ % | KOR beta-arrestin-1 | GPR55 activation | HEK293 NOD2/NF-kB | NOD1 NF-kB reporter | GPR55 LPI antagonism | T cell HTS | T cell HTS vesicle-bound % | KOR beta-arrestin-2 | NTR1 ag | NTR1 ag cell count 20 µM
CC1(C)Cc2nc(-c3ccccc3)n3cnnc3c2CO1 | i | 0.5 | -24% | 0.6% | 4% | -6% | 0% | i | 37 | -4.5% | 0.3 | 56
Cc1c(-c2cccs2)[n+](=O)c2c(n1[O-])CCCCC2 | i | 0.5 | -1% | -0.3% | 3% | -45% | 6% | i | 20 | -0.6% | 0.5 | 75
Cc1cccc2[nH]c3c(N4CCN(C(=O)c5ccco5)CC4)ncnc3c12 | i | 0.1 | 8% | 0.6% | 24% | -6% | 3% | i | 17 | -0.7% | -1.8 | 84
CC1CN(C(=S)NC(=O)c2ccc([N+](=O)[O-])cc2)CC(C)O1 (configuration not stated) | i | 1.0 | 27% | 0.0% | 18% | -10% | · | i | 25 | -1.2% | 0.5 | 52
c1cnc(N2CCN(c3nc4ccccc4n4cnnc34)CC2)nc1 | i | 21 | -4% | -0.1% | 10% | -19% | 5% | i | 10 | -1.4% | 8.3 | 66
CC(C)(C)NC(=S)NC(=O)C12CCC3CC(CC(C3)C1)C2 | i | 0.2 | 6% | -0.1% | -10% | -27% | -8% | i | 60 | -4.0% | 2.3 | 78
COc1ccc(/C=N/NC(=O)c2cccc(NC(=O)c3ccccc3Cl)c2)c(OC)c1 | i | 0.5 | 29% | 0.3% | 8% | -16% | 4% | i | 40 | -4.2% | 0.9 | 53
CO/N=C(/CNC(=O)c1cccc(Cl)c1)c1ccc(Cl)cc1 | i | 2.7 | 21% | 0.3% | 16% | 15% | 15% | i | 58 | 1.1% | 0.6 | 33
O=C1CCC(C(=O)N(CCO)Cc2ccccc2)CN1CCCN1CCOCC1 (configuration not stated) | i | 4.4 | -23% | -0.2% | -2% | -15% | -7% | i | 19 | 5.4% | -2.0 | 43
Cc1onc(-c2ccccc2)c1C(=O)N1CCc2ccccc21 | i | 2.6 | 4% | 0.5% | 4% | -2% | 7% | i | 36 | 10% | 1.1 | 55
Cc1ccc(Cl)cc1N1CCN(C(=O)C2CCN(S(=O)(=O)c3cccnc3)CC2)CC1 | i | 0.7 | 6% | -0.1% | 12% | 12% | 15% | i | 40 | -1.2% | 1.4 | 60
CCOc1cccc(C2C(C(=O)c3cccs3)=C(O)C(=O)N2Cc2cccnc2)c1 (configuration not stated) | i | 1.4 | 18%[20 µM] | -0.1% | -12% | -22% | 7% | i | 47 | · | 1.3 | 54
O=C(Nc1ccc(C(=O)O)cc1)/C(=C\c1ccc2c(c1)OCO2)NC(=O)c1ccccc1 | i | 0.5 | 22% | -0.3% | 10% | 3% | 8% | i | 51 | 4.7% | -0.3 | 94
Cc1cc(C)c(C(=O)CSc2n[nH]c(-c3ccncc3)n2)c(C)c1 | i | 0.0 | -1% | 0.1% | -1% | -16% | 11% | i | 33 | -2.1% | -0.2 | 40
CCOC(=O)c1c(NC(=S)Nc2ccccc2)sc2c1CCN(CC)C2 | i | 0.9 | -21% | -0.1% | 11% | · | 9% | i | 35 | 0.3% | -0.7 | 45
O=C(NC(Cc1ccccc1)C(=O)O)/C(=C\c1ccccc1)NC(=O)c1ccco1 (configuration not stated) | i | 0.5 | 2% | -0.1% | 10% | -26% | -8% | i | 22 | -1.5% | 1.0 | 52
Cc1ccc(S(=O)(=O)N2N=C3CCCCC3C2(O)C(F)(F)F)cc1 (configuration not stated) | i | 0.5 | -1% | 0.8% | 8% | -26% | 7% | i | 61 | -0.4% | -1.0 | 39
Cc1ccc(C(=O)OCC(=O)NCc2cccs2)cc1S(=O)(=O)N1CCOCC1 | i | 0.4 | -11% | 0.1% | -1% | -4% | 2% | i | 28 | -2.5% | -1.7 | 46
O=C(NCc1ccccn1)c1cc(-c2ccc(Cl)cc2)oc1C(F)(F)F | i | 0.5 | 13% | 0.0% | 20% | 0% | 3% | i | 17 | 1.3% | -0.6 | 52
O=C(Nc1ccccn1)c1cccc(S(=O)(=O)N2CCCCC2)c1 | i | 1.1 | -30% | 0.4% | 9% | -19% | -6% | i | 12 | -1.0% | -0.1 | 51
COc1ccc(OC)c(NC(=O)CCCN2C(=S)NC(C)(C)CC2C)c1 (configuration not stated) | i | 0.5 | 18% | -0.2% | 17% | -10% | 8% | i | 54 | 6.5% | -0.6 | 74
Cc1ccc(S(=O)(=O)NCCc2nnc3ccc(SCC(=O)Nc4nc5ccccc5s4)nn23)cc1 | · | · | 14% | -0.2% | 9% | 2% | -1% | i | 34 | 0.2% | 0.3 | 58
COc1ccc(NC(=O)CN2CCCC(C)C2)c([N+](=O)[O-])c1 (configuration not stated) | i | 0.4 | -21% | 0.5% | -5% | -4% | -2% | i | 5 | 0.4% | 1.9 | 87
C/C(=N\NC(=S)Nc1c(C)cccc1C)c1ccc(O)cc1 | i | 0.2 | 6% | -0.2% | -3% | -9% | -4% | i | 33 | 8.8% | 2.7 | 59
CCC(C(=O)NC1CCCCC1)n1c2ccccc2c2nc(=O)cc(C)n21 (configuration not stated) | i | 3.8 | -25% | 0.2% | 13% | 6% | 0% | i | 26 | 4.5% | 2.4 | 64
COc1ccc(-c2cn3cc(Cl)ccc3n2)cc1OC | i | 1.1 | -12% | -0.2% | -48% | -51% | -1% | i | 36 | 2.8% | -0.2 | 39
CCOC(=O)N1CCN(CC(O)COc2ccccc2[N+](=O)[O-])CC1 (configuration not stated) | i | 0.4 | 7% | 0.0% | -9% | -3% | 11% | i | 16 | -5.0% | -0.3 | 49
CCc1nc(CN(C)C(=O)C2CCC(=O)N(CCc3cccc(F)c3)C2)no1 (configuration not stated) | i | 0.3 | 18% | -0.1% | 11% | -22% | 21% | i | 14 | -0.6% | 0.3 | 69
CCCN1CCN(C(=O)c2cc3c(s2)-c2ccccc2S(=O)(=O)C3)CC1 | · | · | -18% | 0.3% | 3% | 25% | 4% | · | · | -4.7% | · | ·
CC(C)(C)NC(=O)COC(=O)c1ccc(O)cc1 | i | 0.2 | -18% | -0.3% | -1% | -21% | 4% | i | 48 | 9.9% | -0.5 | 55
COC(=O)C1C(=O)NC(SC)=C(C#N)C1c1ccccc1 (configuration not stated) | i | 0.7 | -1% | -0.1% | 18% | 14% | -6% | i | 12 | -2.7% | -0.1 | 53
N#Cc1ccccc1NC(=O)CC1CCCCC1 | i | 0.4 | -3% | -0.1% | 5% | -18% | 12% | i | 43 | 0.4% | 0.4 | 61
COC(=O)c1sccc1NS(=O)(=O)c1ccccc1 | i | 1.6 | -18% | 0.4% | -6% | -8% | 2% | i | 12 | 3.1% | 0.9 | 63
O=C(CSc1n[nH]c(=O)[nH]c1=O)Nc1cccc(S(=O)(=O)N2CCOCC2)c1 | i | 0.4 | -5% | 0.2% | 3% | -28% | -6% | i | 31 | 1.4% | -0.5 | 54
COC(=O)c1ccc(Nc2cc(C)nc(-c3ccccc3O)n2)cc1 | i | 0.5 | -7% | -0.2% | 6% | -17% | 13% | i | 16 | 0.9% | 7.2 | 43
O=C(c1ccc(Cl)cc1)[C@@H]1[C@@H]2C(=O)N(c3cccc4ccccc34)C(=O)[C@@H]2C2c3ccccc3C=NN21 (some centres not stated) | i | 1.1 | 10% | 0.5% | 12% | -14% | -2% | i | 56 | -4.2% | -2.9 | 100
CCOC(=O)c1cnn(-c2ccccc2)c1-n1cccc1C(=O)C(=O)Nc1ccccc1C(F)(F)F | i | 0.8 | -8% | 0.3% | 17% | 8% | 30% | i | 44 | 5.1% | -0.1 | 59
CCC(=O)Nc1cc2c(C)cc(=O)oc2cc1C | i | 0.1 | -25% | -0.1% | 12% | -2% | 3% | i | 46 | -2.4% | -2.1 | 60
O=C(Cn1nc(C(F)(F)F)c2c1CCCC2)N1CCOCC1 | i | 0.3 | -41%[20 µM] | -0.1% | 7% | -22% | -5% | i | 44 | · | 0.7 | 41
Cc1c(C)n(C)c2ccc(C(=O)Nc3cccc4ccccc34)cc12 | i | 1.3 | -29% | -0.1% | 12% | 17% | 1% | i | 12 | 2.8% | 3.7 | 62
Cc1cccc(NC(=O)Nc2ccccc2)n1 | i | 0.6 | -8% | 0.6% | -23% | -11% | -3% | i | 64 | -1.1% | 1.5 | 61
CC1CN(C(=O)CCC(=O)NCc2ccc(Cl)cc2)c2ccccc2O1 (configuration not stated) | i | 2.9 | 5%[20 µM] | 0.5% | -2% | -34% | -13% | i | 28 | -5.2% | -1.0 | 87
COc1cc(/C=N/NC(=O)c2cc(-c3cccn3C)n[nH]2)cc(OC)c1OC | i | 1.8 | 29% | -0.1% | 10% | 20% | -6% | i | 54 | 0.5% | 0.9 | 76
